# Giardia FBPA inh = blocks Giardia fructose-bisphosphate aldolase activity. purified Giardia FBPA. Potency, µM (highest dose often 59.6 µM), for the others: top-dose activity, negative = inhibition, usual class: inhibitors. 290,000 compounds, 0.71% hits. AID 2451; note: potency is the fitted concentration of half-maximal effect; nearly all actives have a fitted effect of over 55% in size
# Target sequence (A8B2U2 whole entry, looked up): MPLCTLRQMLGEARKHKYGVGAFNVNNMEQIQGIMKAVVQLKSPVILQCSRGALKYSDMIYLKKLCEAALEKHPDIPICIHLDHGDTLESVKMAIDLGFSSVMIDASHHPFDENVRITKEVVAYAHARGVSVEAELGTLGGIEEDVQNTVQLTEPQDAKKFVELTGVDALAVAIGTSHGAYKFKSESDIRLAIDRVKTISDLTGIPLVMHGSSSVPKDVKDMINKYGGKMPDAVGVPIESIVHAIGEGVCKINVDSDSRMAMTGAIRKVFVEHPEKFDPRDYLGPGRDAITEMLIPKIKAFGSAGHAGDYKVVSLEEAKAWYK
#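 40 nM FBPA preincubated 10 min at RT with compound (up to 57.5 uM final), then substrate plus GAPDH/TPI/NAD/arsenate coupling and diaphorase/resazurin added. Fluorescence read after 20 min at RT, 525/598 nm.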
# AMA1-RON2 inh = AMA1-RON2 (P. falciparum) interaction inhibition; AlphaScreen AMA1-biotinylated RON2 peptide binding; Potency, µM (top dose mostly 58.2 µM), for the others: top-dose activity change, negative = inhibition, actives largely listed as inhibitors; 360,000 compounds, 0.2% hits; AID 720542;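 note: potency is the fitted concentration of half-maximal effect; 0% = vehicle wells and -100% = peptide control; nearly all actives have a fitted effect of over 45% in size; some results filed as inactive show a strong effect at the top dose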
#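 AMA1 (3D7) with his tag at 25 nM final met compounds first, then biotinylated RON2 peptide at 25 nM; detection used donor plus acceptor beads, 10 µg/mL apiece, read by AlphaScreen after 30 min at room temperature.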
# HCMV antiviral = inhibitors of human cytomegalovirus | AID 1259415 | 410,000 compounds, 4.5% hits | activity change, negative = inhibition, % at 57.5 µM | HFF cells, HCMV-luciferase reporter, 72 h; stronger effect = lower value; in the data active = activity change below about -60%; inconclusive = no clear call, values can overlap the other calls; inactive = above about -39%
#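 Cell-based, HFFs, 1000 cells/well, 16 h 37C; cpds in DMSO + HCMV-luc, MOI 1 PFU/cell; 72 h 37C; OneGlo luminescence after 5 min RT; norm. to buffer vs Salinomycin 10uM.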
# AmpC inh no detg = AmpC beta-lactamase inhibition without detergent; P00811; AmpC nitrocefin hydrolysis, absorbance 480 nm, 0.0001% Triton; Potency, µM (titrated, usually from 57.1 µM), for the others: at the highest dose activity change, negative = inhibition, most hits filed as inhibitors; 330,000 compounds, 0.52% hits; AID 485341;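 note: potency is the fitted concentration of half-maximal effect; plate controls were no compound for no effect and no enzyme for full effect; nearly all actives have a fitted effect of over 20% in size; some results filed as inactive show a strong effect at the top dose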
# Target sequence (P00811 whole entry, looked up): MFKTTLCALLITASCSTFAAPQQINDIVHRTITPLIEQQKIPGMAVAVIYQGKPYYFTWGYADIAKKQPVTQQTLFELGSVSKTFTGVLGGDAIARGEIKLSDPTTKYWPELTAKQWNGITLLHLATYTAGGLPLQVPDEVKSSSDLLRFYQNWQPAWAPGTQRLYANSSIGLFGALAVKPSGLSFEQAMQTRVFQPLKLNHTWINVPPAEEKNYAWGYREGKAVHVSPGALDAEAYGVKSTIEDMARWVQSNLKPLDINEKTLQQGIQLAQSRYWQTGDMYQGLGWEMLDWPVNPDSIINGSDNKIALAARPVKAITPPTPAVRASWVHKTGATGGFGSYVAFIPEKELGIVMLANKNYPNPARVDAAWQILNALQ
#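 AmpC (5.3 nM in the dispensed reagent) in 20 mM phosphate pH 7.0 with 0.01% (detergent screen) or 0.0001% Triton X-100 was preincubated with compounds for 15 min at room temperature. Nitrocefin was then added from an 800 uM solution, and hydrolysis was followed at 480 nm.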
# AmpC detergent = AmpC beta-lactamase inhibition with detergent present | P00811 | AmpC hydrolysis of nitrocefin, absorbance 480 nm, 0.01% Triton | Potency, µM (series often up to 114 µM), for the others: at the highest dose activity change, negative = inhibition, hits mostly inhibitors | 370,000 compounds, 0.041% hits | AID 485294;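 note: potency is the fitted concentration of half-maximal effect; 0% = no-compound wells and -100% = no-enzyme wells; nearly all actives have a fitted effect of over 25% in size; some results filed as inactive show a strong effect at the top dose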
#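 AmpC (5.3 nM in the dispensed reagent) in 20 mM phosphate pH 7.0 with 0.01% (detergent screen) or 0.0001% Triton X-100 was preincubated with compounds for 15 min at room temperature. Nitrocefin was then added from an 800 uM solution, and hydrolysis was followed at 480 nm.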
# Sm TGR block = blocks Schistosoma mansoni thioredoxin glutathione reductase. Q962Y6. purified TGR, DTNB reduction, TNB absorbance 405 nm. Potency, µM (doses to about 114 µM), for the others: at the top dose activity change, negative = inhibition, most hits filed as inhibitors. 360,000 compounds, 3% hits. AID 485364; note: potency is the fitted concentration of half-maximal effect; nearly all actives have a fitted effect of over 60% in size
#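 First, TGR (20 nM dispensed) and NADPH were mixed with compound. Second, a 15 min room-temperature incubation followed. Third, further NADPH and then DTNB were added to start the reaction. Finally, TNB absorbance was monitored kinetically.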
# * = called active by the depositor; ? = inconclusive; . = not tested or not shown; & = joins results of further samples; [ ] = dose if it differs, or a comment. Unless noted, calls come from the whole dose curve; as a rule, active = well fitted curve in the direction sought with a large enough effect; inconclusive = small, poorly fitted or top-dose-only effect, or another doubt; inactive = no such curve, though single readings can be large; an effect the other way counts as inactive or inconclusive. Unless noted, % is set by controls: 0 for no effect and ±100 for the full control effect.
SMILES	Giardia FBPA inh	AMA1-RON2 inh	HCMV antiviral	AmpC inh no detg	AmpC detergent	Sm TGR block
Cc1cccc(N/C(N)=N/c2nc(CSc3ccc(Cl)cc3)cc(=O)[nH]2)c1	3.0%	71.5%[activator]	?	-26.5%	2.0%	-0.8%
Cc1ccc(O)c(NC(=O)c2cc(-c3ccccc3O)no2)c1	.	.	-2.6	.	18.9%	22.7%
COC(=O)c1ccccc1NC(=O)N1CCCC1	2.8%	-7.4%	-21.4	-4.7%	-5.6%	-0.9%
CCOC(=O)[C@H]1[C@H]2COc3ccccc3[C@@H]2N2C(=O)[C@@H](CO)NC(=O)[C@@]12C	.	-1.1%	-16.3	7.8%	2.4%	-1.5%
COc1ccc(-c2nnc(-c3ccc(N)cc3)o2)cc1	-26.0%	-2.8%	74.4	-6.3%	0.9%	1.4%
CCOc1ccc(NC(=O)CN(C)C(=O)CSCc2ccc(C)cc2)cc1OCC	.	-15.6%	-14.2	41.7%	?	-19.1%
Cc1ccccc1N1C(=O)C2ON(c3ccccc3)C(c3cccnc3)C2C1=O (stereo unspecified)	8.4%	-0.2%	48.9	54.5%	-11.5%	?
COC(=O)c1cc(C)nc(Sc2ccccc2NC(C)=O)n1	6.4%	15.0%	?	-7.2%	4.6%	8.0%
CCOc1ccc(N(CC(=O)NC(C(C)C)C(C)C)S(=O)(=O)c2ccc(OC)c(OC)c2)cc1	-2.0%	4.3%	-12.4	223.7%[activator]	1.0%	.
CCOP(=O)(OCC)c1nc(-c2ccccc2)oc1NCc1ccccc1	-0.4%	3.6%[11.6 µM]	-3.8	160.6%[activator]	4.4%	-3.4%
C[C@H](CO)N1C[C@H](C)[C@@H](CN(C)Cc2ccncc2)Oc2c(NS(=O)(=O)c3ccc(Cl)cc3)cccc2C1=O	.	14.5%	-13.0	216.2%[activator]	.	.
CCNC(=O)NC(=O)C(C)OC(=O)c1oc2ccc(OCC)cc2c1C (stereo unspecified)	0.2%	27.0%	23.2	-14.3%	?	4.6%
CC1CCCCN1Cc1nc2c(c(=O)n(C)c(=O)n2C)n1Cc1c(F)cccc1Cl (stereo unspecified)	6.1%	-2.1%	.	-12.5%	6.2%	-0.2%
COc1ccc(C2Nc3ccccc3C(=O)N2NS(=O)(=O)c2ccccc2)c(OC)c1 (stereo unspecified)	-9.6%	-7.0%	16.3	-13.9%	-2.0%	2.6%
CCS(=O)(=O)c1ccc(O)c(NC(=O)COc2ccc(C)cc2)c1	5.4%	10.6%	-13.6	-11.1%	?	3.7%
COC(=O)[C@@H](C)NC(=O)c1ccc2oc(CCc3ccccc3)nc2c1	9.8%	0.0%	41.9	-2.8%	?	12.2%
CCOC(=O)c1ccc(NC(=O)CSc2nc3c(c(=O)[nH]2)CN(Cc2ccccc2)CC3)cc1	.	.	-4.8	.	1.0%	-6.3%
COc1ccc2nc(N3CCCC(C(=O)NCCc4ccc(OC)c(OC)c4)C3)sc2c1 (stereo unspecified)	8.0%	3.5%	102.6	140.8%[activator]	-6.7%	0.0%
COc1ccc(C(=O)CCN2CCC(C)CC2)cc1	1.5%	-15.6%	32.5	-12.1%	0.5%	-6.5%
COc1ccc2ccc(O)c(CN3CC=C(c4ccccc4)CC3)c2c1	-9.6%	-6.9%	-35.3	-12.1%	-11.9%	8.91µM*
O=C(NCC(=O)N1CCN(c2ccccc2F)CC1)c1cccs1	.	19.1%	78.9	-2.4%	0.9%	-1.9%
CCOC(=O)C1=C(C)N(C)C2(C)CC1c1ccccc1O2 (stereo unspecified)	-3.9%	0.0%	-35.6	7.3%	-9.7%	1.7%
O=C(O)Cn1c(=O)c2c(c3ccccc31)CCC2	-3.7%	-8.8%	-5.2	-13.2%	2.3%	3.5%
CC12CCC(C(=O)N/N=C/c3ccc(O)cc3O)(OC1=O)C2(C)C (stereo unspecified)	18.4%	55.6%[activator]	42.3	-12.4%	-0.6%	-12.4%
Cc1cc(C)nc(NC(=O)NS(=O)(=O)N2CCCCCC2)n1	0.7%	-1.1%	42.1	-13.2%	0.2%	2.4%
Cc1ccc2cc(C)c(SCC(=O)Nc3cc(C)on3)nc2c1	.	-7.9%	-11.1	-14.3%	-0.5%	0.0%
CC(C)NC[C@@H](O)COc1ccc(CC(N)=O)cc1	.	12.4%	?	-14.9%	?	6.3%
c1ccc(C2(Cn3ccc4ccccc43)OCCO2)cc1	-9.3%	8.4%	-38.6	-9.9%	-15.2%	2.3%
COc1ccc(-c2nc(SCc3ccccc3)n(C(=O)c3ccco3)n2)cc1	-6.6%	-1.7%	9.0	-6.4%	-12.1%	-0.6%
COc1cccc(CNC(=O)Cn2nc3c(cc2=O)CCCC3)c1OC	.	.	?	.	-5.8%	7.4%

# Just Giardia FBPA inh, AmpC detergent and AmpC inh no detg, for 3 of the compounds above:
molecule,Giardia FBPA inh,AmpC detergent,AmpC inh no detg
CCOC(=O)[C@H]1[C@H]2COc3ccccc3[C@@H]2N2C(=O)[C@@H](CO)NC(=O)[C@@]12C,.,2.4%,7.8%
C[C@H](CO)N1C[C@H](C)[C@@H](CN(C)Cc2ccncc2)Oc2c(NS(=O)(=O)c3ccc(Cl)cc3)cccc2C1=O,.,.,216.2%[activator]
COc1ccc(-c2nnc(-c3ccc(N)cc3)o2)cc1,-26.0%,0.9%,-6.3%

# (further entries)
SMILES	Giardia FBPA inh	AMA1-RON2 inh	HCMV antiviral	AmpC inh no detg	AmpC detergent	Sm TGR block
O=C(O)C1(c2ccccc2)CCN(S(=O)(=O)c2cccs2)CC1	-0.3%	4.4%	-7.5	-23.7%	-13.8%	-2.4%
O=c1[nH]c(C2CCN(S(=O)(=O)c3ccc4c(c3)OCCO4)CC2)nc2c1nnn2Cc1ccccc1	-1.3%	-19.2%	?	16.1%	-10.4%	-7.6%
Cc1cccc(NC(=O)c2ccc(NCCO)c([N+](=O)[O-])c2)n1	-5.8%	-5.3%	0.0	-19.8%	0.9%	3.6%
O=C(Nc1ccccc1)N1CCN(c2ccccn2)CC1	0.8%	0.0%	?	-15.7%	-13.9%	3.1%
O=C(NCCN1CCOCC1)C(=O)NCC1OCCN1S(=O)(=O)c1ccc(F)cc1 (stereo unspecified)	-7.2%	19.1%	-31.9	9.0%	-0.4%	9.7%
COc1ccc(CCNS(=O)(=O)c2cn(C)c(=O)n(C)c2=O)cc1	2.9%	-11.0%	6.7	8.2%	-20.2%	-2.1%
Cc1ccc(CN2CCN(c3ncccn3)CC2)o1	-5.3%	26.1%	-22.5	-6.7%	-5.6%	0.0%
COc1ccc(O)c(/C=N/N2CCOCC2)c1	0.0%	-0.9%	-16.5	-1.1%	3.5%	-32.8%
O=[N+]([O-])c1ccc(S(=O)(=O)N/N=C/c2ccsc2)cc1	.	-0.9%	-28.2	-17.5%	?	-76.1%
CCc1ccccc1NC(=O)c1ccc(Cn2nc(N3CCN(c4ccccc4)CC3)ccc2=O)o1	.	.	-74.5*	.	9.7%	-1.4%
COc1ccc(/C=C(/NC(=O)c2ccco2)C(=O)N2CCOCC2)cc1	.	7.4%	6.7	2.1%	5.7%	-6.1%
COc1ccc(OCC(=O)Nc2c(Cl)ccc3nsnc23)cc1	.	-0.4%	-8.5	-18.0%	?	4.4%
CN1C(C(=O)c2ccccc2)=C(NC(=O)c2ccccc2Br)c2ccccc2S1(=O)=O	.	.	-22.3	.	9.9%	2.2%
CCOc1ccc(NC(=O)CN(C)C(=O)c2ccc(OCc3ccccc3)c(OC)c2)cc1OCC	.	-26.9%	-21.1	154.9%[activator]	0.0%	-12.5%
CC(=O)N1CCc2[nH]c3ccc(C)cc3c2C1	1.0%	4.2%	56.1	-5.5%	?	-3.6%
COc1ccc(C(=O)N/N=C/c2c(CO)cnc(C)c2O)cc1	5.3%	60.8%[activator]	2.3	-23.6%	2.8%	0.9%
COc1ccc(C)c2sc(NC(=O)c3ccc(S(=O)(=O)N(C)C)cc3)nc12	.	.	3.3	.	13.0%	0.4%
COc1ccc(CNC(=O)C2CCN(C(=O)c3ccc(-n4ccc5ccccc54)s3)CC2)cc1	.	.	4.0	.	2.0%	-8.5%
CCN(CC)CCCNC(=O)c1cn(CC(C)C)c(=O)c2c1c1ccccc1n2C	0.1%	-5.4%	22.4&4.6	-2.3%	1.5%&-7.2%	?
COc1ccc(CN2CCCC(C(=O)c3ccc(Cl)cc3)C2)cc1Cn1cccn1 (stereo unspecified)	2.3%	-12.6%	-9.3	81.9%[activator]	-0.5%	7.7%
CCN(CC)S(=O)(=O)c1ccc(NC(=O)c2ccccn2)cc1	1.0%	14.5%	35.8	-16.0%	-6.3%	-25.4%
O=C(Nc1ncc2c(n1)CC(c1ccco1)CC2=O)c1ccc(Cl)cc1 (stereo unspecified)	-2.5%	3.8%	-1.9	-25.3%	?	44.7µM*
Cc1cccc(NS(=O)(=O)c2cc(NC(=O)CC(=O)c3ccc([N+](=O)[O-])cc3)ccc2C)c1	-0.9%	.	.	-58.1%	-0.8%	.
O=C(CN1C(=O)COc2ccccc21)NCC1CCCO1 (stereo unspecified)	.	3.9%	-0.7	1.2%	3.9%	-8.7%
CCCCOc1ccc(NC(=S)Nc2cc(C)nc(SCCCC)n2)cc1	-0.9%	17.4%	-26.9	-34.3%	-10.2%	-13.3%
COc1ccc(-c2cc3ccc(OCc4nn[nH]n4)cc3oc2=O)cc1OC	-29.5%	-10.3%	9.7	-30.8%	?	0.0%
Cc1ccccc1-c1nc2ccc(Cl)cc2c(=O)n1O	1.3%	80.1%[activator]	13.6	-13.8%	?	-6.8%
CCCCN(C(=O)CSCC(=O)Nc1ccc(C)cc1)c1c(N)n(Cc2ccccc2)c(=O)[nH]c1=O	.	-12.0%	?	2.2%	?	-11.8%
Cc1ccc(OCCNC(=O)CCC(=O)N2CCOCC2)cc1	.	-9.4%	-24.6	-6.2%	0.9%	-7.9%
N=c1c2c(-c3ccccc3)c(-c3ccccc3)n(Cc3ccco3)c2ncn1Cc1ccco1	6.1%	-22.0%	-13.3	109.8%[activator]	?	?
CC(C)c1ccc2c(c1)CCC1C(C)(CN)CCCC21C (stereo unspecified)	10.1%	5.8%	-27.3	51.7%	-5.9%	9.1%
COCCc1nc2ccc(C(=O)N(C)Cc3cccc(-n4cccn4)c3)cc2o1	.	3.8%	31.4	38.5%	-11.0%	-13.8%
CC(=O)Nc1cc2c(cc1Br)OCCO2	-3.7%	-5.4%	-3.4	-18.7%	-4.2%	5.7%
COc1ccccc1CNC(=S)NCc1ccc(Cl)cc1	-0.7%	0.0%	22.9	-40.3%	-8.0%	-17.0%
CCn1c(SCC(=O)Nc2oc(-c3ccccc3)c(-c3ccccc3)c2C#N)nnc1-c1ccco1	14.0%	-13.1%	-9.5	-24.4%	-7.4%	-29.6%
